PAD4 inh = human PAD4 inhibitors, primary screen, biochemical, fluorescence polarization, 1536-well format; Protein-arginine deiminase type-4 (Homo sapiens), Q9UM07; recombinant PAD4, RCA probe fluorescence polarization; inhibition, % at 6.36 µM; hit rate 0.41% among 330,000;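 active = percent inhibition above a cutoff equal to the mean of all tested compounds plus 3 SD, cut at about 15% in these data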;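 also: 0% = PAD4 with RCA probe and DMSO and 100% = probe without PAD4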
Target sequence (Q9UM07 whole entry, looked up): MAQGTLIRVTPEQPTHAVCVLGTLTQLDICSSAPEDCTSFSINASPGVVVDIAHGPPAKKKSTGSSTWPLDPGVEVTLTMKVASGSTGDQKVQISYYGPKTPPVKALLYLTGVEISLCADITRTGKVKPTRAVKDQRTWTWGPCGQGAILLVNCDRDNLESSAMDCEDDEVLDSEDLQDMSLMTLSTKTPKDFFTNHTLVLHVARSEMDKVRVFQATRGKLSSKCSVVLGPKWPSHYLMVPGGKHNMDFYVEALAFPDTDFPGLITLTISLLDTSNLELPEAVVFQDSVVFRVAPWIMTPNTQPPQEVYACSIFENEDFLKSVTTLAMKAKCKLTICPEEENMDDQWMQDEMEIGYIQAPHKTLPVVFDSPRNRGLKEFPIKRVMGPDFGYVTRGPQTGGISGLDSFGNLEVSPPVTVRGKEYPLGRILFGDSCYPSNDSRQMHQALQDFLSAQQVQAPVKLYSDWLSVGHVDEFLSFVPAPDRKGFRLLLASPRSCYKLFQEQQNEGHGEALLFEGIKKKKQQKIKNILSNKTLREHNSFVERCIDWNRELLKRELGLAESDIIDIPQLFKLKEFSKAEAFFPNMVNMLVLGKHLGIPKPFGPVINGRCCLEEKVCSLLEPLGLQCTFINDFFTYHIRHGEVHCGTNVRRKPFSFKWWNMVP
LYPLA2 counter = LYPLA2 inhibitors, primary screen, counter-screen for PME1 inhibitor project, biochemical, fluorescence polarization, FP-Rh probe ABPP; inhibition, % at 5.9 µM; hit rate 0.38% among 320,000; Acyl-protein thioesterase 2 (Homo sapiens), O95372; AID 2177, 2009; recombinant LYPLA2;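 active = inhibition above the screen-wide mean plus 3 SD, limit set per campaign, cut at about 26% in these data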;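 also: 0% = LYPLA2 with DMSO and 100% = wells lacking LYPLA2 enzyme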
pPAFAH inh = pPAFAH enzyme inhibitors, primary screen, biochemical, fluorescence polarization, human. hit rate 1.5% among 330,000. recombinant pPAFAH, FP-rhodamine probe fluorescence polarization. inhibition, % at 3.39 µM;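 active = inhibition above the mean inhibition across the screen plus 3 SD, cut at about 25% in these data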;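 also: inhibitors block binding of the rhodamine activity-based probe so polarization drops; 0% = enzyme with DMSO and 100% = wells lacking pPAFAH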
GSTO1 inh = inhibitors of recombinant GSTO1, primary screen, counter-screen for RBBP9 inhibitor project, biochemical, fluorescence polarization | hit rate 1.1% among 300,000 | activity-based probe fluorescence polarization | Glutathione S-transferase omega-1 (Homo sapiens), P78417 | inhibition, % at 5.96 µM;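 active = inhibition above the campaign mean inhibition plus 3 SD, cut at about 35% in these data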;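 also: 0% = GSTO1-1 with DMSO and 100% = wells lacking GSTO1-1 enzyme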
PREPL inh = PREPL enzyme inhibitors, primary screen, biochemical, fluorescence polarization | Prolyl endopeptidase-like (Homo sapiens), Q4J6C6 | recombinant PREPL, fluorescence polarization activity-based probe | inhibition, % at 5.96 µM | hit rate 0.68% among 320,000 | AID 2751, 2010; in the data active = inhibition above about 43%;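 also: 0% = enzyme with DMSO and 100% = wells lacking enzyme; many of its hits are not listed in these tables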
PME-1 primary = PME-1 inhibitors via competitive probe labeling, primary screen, biochemical, fluorescence polarization, FP-Rh probe, HTS | AID 2130, 2009 | recombinant PME-1 | hit rate 0.53% among 320,000 | Protein phosphatase methylesterase 1 (Homo sapiens), Q9Y570 | inhibition, % at 5.9 µM;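 active = inhibition above the campaign mean of all compounds plus 3 SD, cut at about 26% in these data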;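 also: competitive labeling of PME-1 active site by serine hydrolase directed probe; 0% = PME-1 with DMSO and 100% = wells lacking PME-1 enzyme; inhibitors block probe labeling so polarization falls and inhibition rises; many of its hits are not listed in these tables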
Target sequence (Q9Y570 whole entry, looked up): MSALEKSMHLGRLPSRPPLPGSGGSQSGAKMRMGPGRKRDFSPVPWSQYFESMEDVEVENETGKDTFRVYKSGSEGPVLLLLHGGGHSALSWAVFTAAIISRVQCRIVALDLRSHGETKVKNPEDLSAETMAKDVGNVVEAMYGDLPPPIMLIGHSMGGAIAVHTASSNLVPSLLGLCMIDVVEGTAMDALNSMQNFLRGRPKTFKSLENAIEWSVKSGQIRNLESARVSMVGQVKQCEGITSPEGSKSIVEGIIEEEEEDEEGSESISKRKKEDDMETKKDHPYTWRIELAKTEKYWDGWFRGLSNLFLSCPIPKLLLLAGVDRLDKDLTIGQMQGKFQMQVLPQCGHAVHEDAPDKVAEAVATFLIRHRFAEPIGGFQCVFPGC
PAFAH1B3 FP inh = PAFAH1B3 enzyme inhibitors, primary screen, biochemical, fluorescence polarization, human. inhibition, % at 3.39 µM. Platelet-activating factor acetylhydrolase IB subunit alpha1 (Homo sapiens), Q15102. recombinant PAFAH1B3, FP-rhodamine probe. hit rate 0.28% among 340,000. AID 492972, 2010;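 active = inhibition above the screen-wide average of all tested compounds plus 3 SD, cut at about 25% in these data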;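 also: 0% = enzyme with DMSO only and 100% = wells lacking PAFAH1B3 protein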
PAFAH1B2 FP inh = PAFAH1B2 enzyme inhibitors, primary screen, biochemical, fluorescence polarization, human | Platelet-activating factor acetylhydrolase IB subunit alpha2 (Homo sapiens), P68402 | AID 492953, 2010 | hit rate 1.2% among 340,000 | inhibition, % at 3.39 µM | recombinant PAFAH1B2, FP-rhodamine activity probe;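 active = inhibition above the mean of all tested compounds plus 3 SD, cut at about 24% in these data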;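 also: 0% = enzyme with DMSO and 100% = wells lacking PAFAH1B2; many of its hits are not listed in these tables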
LYPLA1 counter = LYPLA1 inhibitors, primary screen, counter-screen for PME1 inhibitor project, biochemical, fluorescence polarization, FP-Rh probe ABPP. AID 2174, 2009. inhibition, % at 5.9 µM. Acyl-protein thioesterase 1 (Homo sapiens), O75608. hit rate 0.16% among 320,000. recombinant LYPLA1;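 active = inhibition above the mean of all tested compounds plus 3 SD, set per campaign, cut at about 14% in these data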;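 also: inhibitors block serine hydrolase probe labeling of LYPLA1 so polarization falls; 0% = enzyme with DMSO and 100% = wells lacking LYPLA1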
* marks the source's active call; other numbers are inactive results; · = no result given. Some of the compounds tested; rates above refer to the full screens.

[1] COC(=O)c1ccc(NC(=O)CSC2=NC(=O)C(c3ccccc3)C(=O)N2)cc1 (centres undefined)
[2] CC12CCC(C(=O)NC3CCCCC3)([C@H](Br)C1=O)C2(C)C (some centres undefined)
[3] O=C(CSc1ccc(C(F)(F)F)cc1[N+](=O)[O-])Nc1ccc2ccccc2c1
[4] Cc1cccc(NC2=C(NC(=O)c3ccccc3)C(=O)c3ccccc3C2=O)c1
[5] O=c1[nH]c2ccc(S(=O)(=O)N3CCCCC3)cc2o1
[6] CCOC(=O)[C@H]1[C@H]2COc3ccc(OC)cc3[C@@H]2N2C(=O)c3ccc(Cl)cc3NC(=O)[C@@]12C
assay / entry	1	2	3	4	5	6
PAD4 inh	15	1	-3	-11	0	1
LYPLA2 counter	0	-2	-2	0	4	2
pPAFAH inh	11	2	5	5	2	15
GSTO1 inh	3	8	14	56*	14	10
PREPL inh	-1	0	11	15	-2	-7
PME-1 primary	-8	1	-9	11	4	2
PAFAH1B3 FP inh	1	1	0	21	3	4
PAFAH1B2 FP inh	1	4	2	6	13	-3
LYPLA1 counter	1	0	-3	2	3	-5

[7] CCSc1nnc(NC(=O)c2ccccc2)s1
[8] Cn1cc([N+](=O)[O-])cc1-c1nc2ccccc2n1C
[9] C=CCOc1cccc(C(=O)N2CCC(CCC(=O)NC3CC3)CC2)c1
[10] CC(=O)[C@H]1[C@@H]2C(=O)N(c3cccc(Cl)c3)C(=O)[C@@H]2[C@H]2c3ccccc3C=CN21
[11] Cc1cccc(-n2c(SCc3cc(=O)n4ccsc4n3)nc3ccccc3c2=O)c1
[12] COCCN(C(=O)CSc1nnc(-c2cccs2)n1N)c1c(N)n(Cc2ccccc2)c(=O)[nH]c1=O
assay / entry	7	8	9	10	11	12
PAD4 inh	3	-1	5	-8	-1	1
LYPLA2 counter	4	2	6	0	5	7
pPAFAH inh	-6	3	2	18	1	-3
GSTO1 inh	-9	6	2	9	8	-2
PREPL inh	-3	-4	-1	13	1	-3
PME-1 primary	-6	2	-6	1	-8	-7
PAFAH1B3 FP inh	4	9	2	10	5	6
PAFAH1B2 FP inh	5	1	1	4	3	5
LYPLA1 counter	1	0	23*	-5	2	1

Next part, overlapping the part above by two compounds.
[11] Cc1cccc(-n2c(SCc3cc(=O)n4ccsc4n3)nc3ccccc3c2=O)c1
[12] COCCN(C(=O)CSc1nnc(-c2cccs2)n1N)c1c(N)n(Cc2ccccc2)c(=O)[nH]c1=O
[13] CCOC(=O)c1cccc(NC(=O)CCc2nnc3ccc(N4CCCCC4)nn23)c1
[14] CCN(Cc1ccccc1)C(=O)CCS(=O)(=O)c1ccc2c(c1)n(C)c(=O)c(=O)n2C
[15] Cc1ccc(C(=O)NC2CCN(C(=O)N3CCOCC3)CC2)cc1
[16] CC(C)(C)NC(=O)NC(=O)CSc1ccc(S(=O)(=O)N2CCCCC2)cn1
[17] CN(C)S(=O)(=O)c1ccc(S(=O)(=O)NCCN2CCOCC2)cc1
[18] O=C(CN1CCC(N2CCCCC2)CC1)N1CCCc2ccccc21
assay / entry	11	12	13	14	15	16	17	18
PAD4 inh	-1	1	-2	6	-3	-1	-4	-1
LYPLA2 counter	5	7	4	2	-5	-5	-5	0
pPAFAH inh	1	-3	1	-1	0	0	0	4
GSTO1 inh	8	-2	-1	0	2	·	-1	5
PREPL inh	1	-3	12	12	12	11	-10	3
PME-1 primary	-8	-7	-2	7	-2	2	-2	-5
PAFAH1B3 FP inh	5	6	2	3	-7	2	6	10
PAFAH1B2 FP inh	3	5	1	8	0	27*	-3	9
LYPLA1 counter	2	1	1	2	-3	1	1	0

[19] O=C(CSc1cccc(C(F)(F)F)c1)Nc1ccc(N2CCOCC2)cc1
[20] O=S(=O)(/N=C(/Nc1ccccn1)c1ccc(Cl)cc1)c1ccc(Cl)cc1
[21] O=c1c(-c2ccc(F)cc2)coc2c3c(ccc12)OCCO3
[22] C/C(=N/NC(=O)CNC(=O)/C=C/c1ccco1)c1ccc(Cl)cc1
[23] CC(C)n1cc(CN2CCC(C(=O)Nc3cccc(-c4cscn4)c3)CC2)cn1
[24] Cc1ccc(Cl)cc1-n1c(=O)cc(N2CC(C)OC(C)C2)[nH]c1=O (centres undefined)
assay / entry	19	20	21	22	23	24
PAD4 inh	-2	1	-2	-3	1	0
LYPLA2 counter	·	4	1	0	5	-4
pPAFAH inh	8	2	1	3	-1	2
GSTO1 inh	·	6	1	3	6	-4
PREPL inh	47*	-2	7	-9	-2	1
PME-1 primary	·	3	2	1	0	3
PAFAH1B3 FP inh	3	4	-3	8	-2	7
PAFAH1B2 FP inh	7	20	3	9	-1	2
LYPLA1 counter	·	-1	0	-4	-2	0

[25] Cc1ccc(S(=O)(=O)n2nc(OC(=O)C3CCCCC3)cc2N)cc1
[26] CC(C)(C)NC(=O)C(c1cccs1)N(Cc1cccs1)C(=O)c1ccc(CN2CCOCC2)o1 (centres undefined)
[27] CCOc1ccc(CNC(=O)CCc2cn(C)c3ccccc23)cc1
[28] CCC1(C)NC(=O)N(CC(=O)N2CCN(c3cccc(Cl)c3)CC2)C1=O (centres undefined)
[29] O=C(c1cc2ccccc2o1)N1CCCC1
[30] CCOc1ccccc1CNC(=O)Cn1ccc2cc(S(=O)(=O)N3CCCC3)ccc21
assay / entry	25	26	27	28	29	30
PAD4 inh	4	4	3	-3	3	-1
LYPLA2 counter	2	1	-4	5	-10	-2
pPAFAH inh	1	7	1	-1	-4	6
GSTO1 inh	9	-6	-2	·	2	9
PREPL inh	7	4	-6	29	-6	2
PME-1 primary	7	-1	-5	1	-9	16
PAFAH1B3 FP inh	4	·	0	7	11	6
PAFAH1B2 FP inh	17	·	7	7	1	8
LYPLA1 counter	0	1	-3	2	-3	-1

[31] CN(c1ccc(C(=O)NCc2ccncc2)cc1)S(=O)(=O)c1ccc(Cl)cc1
[32] CC(C)C(NC(=O)c1ccc(C(C)(C)C)cc1)C(=O)Nc1ccc(N2CCOCC2)cc1 (centres undefined)
[33] CC1CC(C)CN(S(=O)(=O)c2ccc(C(=O)Nc3sccc3C(N)=O)cc2)C1 (centres undefined)
[34] CCOC(=O)c1ccc(N2C(=O)C3CCOc4ccccc4C32)cc1 (centres undefined)
[35] COc1ccc2cc3cc(C(=O)NCCc4ccc(OC)c(OC)c4)oc3nc2c1
[36] CCn1cc(CN2CCC(n3nccc3NC(=O)c3ccccc3OC)CC2)cn1
assay / entry	31	32	33	34	35	36
PAD4 inh	5	2	1	-2	2	-2
LYPLA2 counter	11	2	-17	3	-1	-10
pPAFAH inh	4	4	0	-1	-3	-9
GSTO1 inh	5	·	-7	·	0	-5
PREPL inh	9	14	-5	17	-2	13
PME-1 primary	9	2	-13	-2	-5	1
PAFAH1B3 FP inh	10	2	-9	10	3	0
PAFAH1B2 FP inh	13	0	-4	9	5	-2
LYPLA1 counter	-1	1	-12	4	-1	-5

Printed as active in PREPL inh, of those listed so far:
| no. | SMILES | PAD4 inh | pPAFAH inh | PREPL inh | PME-1 primary | PAFAH1B3 FP inh | PAFAH1B2 FP inh |
| --- | --- | --- | --- | --- | --- | --- | --- |
| 19 | O=C(CSc1cccc(C(F)(F)F)c1)Nc1ccc(N2CCOCC2)cc1 | -2 | 8 | 47* | · | 3 | 7 |

(listing goes on)
[37] O=C(NNC(=O)c1ccc(F)cc1)C(=O)N1CCCCC1
[38] CCc1cc(=O)oc2c(C)c(OCC(=O)NCCCn3ccnc3)ccc12
[39] CC1=NNC(=O)C1CCC(=O)N/N=C\c1cccc(Cl)c1 (centres undefined)
[40] CCCC(=O)Nc1ccc(C)c(O)c1
[41] OCCC1CN(Cc2nc3ccccc3s2)CCN1C1CCCCC1 (centres undefined)
[42] COc1ccc(Nc2nc(NCCO)nc(OC)n2)cc1
assay / entry	37	38	39	40	41	42
PAD4 inh	2	6	-3	-7	-1	-4
LYPLA2 counter	4	5	-2	0	4	5
pPAFAH inh	-3	7	2	2	5	5
GSTO1 inh	1	1	1	0	-2	-9
PREPL inh	10	-2	-5	-5	22	1
PME-1 primary	0	1	-1	-9	5	-3
PAFAH1B3 FP inh	-3	1	0	2	2	-1
PAFAH1B2 FP inh	-2	1	6	-3	1	2
LYPLA1 counter	-3	1	0	-2	2	3

[43] CCCCC(=O)NC(Nc1ccc(C)cn1)(C(=O)OCC)C(F)(F)F (centres undefined)
[44] COc1ccc(C(=O)CSc2nnnn2C)c(OC)c1
[45] COc1ccccc1Nc1ccc([N+](=O)[O-])cn1
[46] CCC1CCCCN1C(=O)COC(=O)c1ccc(Br)o1 (centres undefined)
[47] Oc1cccc2cnccc12
[48] Oc1ccc(C[C@H]2CNCCN2CCC23CC4CC(CC(C4)C2)C3)cc1
assay / entry	43	44	45	46	47	48
PAD4 inh	-1	-2	-4	-1	1	4
LYPLA2 counter	-5	2	10	0	4	4
pPAFAH inh	6	-2	5	0	2	0
GSTO1 inh	8	-3	-11	·	17	5
PREPL inh	4	3	5	0	2	7
PME-1 primary	3	-8	2	-6	-5	1
PAFAH1B3 FP inh	1	-4	6	-9	7	-1
PAFAH1B2 FP inh	2	5	-4	5	0	8
LYPLA1 counter	0	-1	0	-1	0	-2

[49] COc1ccccc1CNCC(c1ccccc1)c1ccccc1
[50] COc1ccc(N2CC(C(=O)N/N=C/c3ccc([N+](=O)[O-])cc3)CC2=O)cc1 (centres undefined)
[51] COc1ccc(Cn2c(=O)[nH]c3cc(C(=O)NC4CCN(Cc5ccccc5)CC4)ccc32)cc1
[52] Cc1cccc[n+]1CC(=O)N1c2ccccc2Sc2ccccc21
assay / entry	49	50	51	52
PAD4 inh	-3	1	1	-2
LYPLA2 counter	-10	17	5	-9
pPAFAH inh	0	-6	5	4
GSTO1 inh	-4	3	-6	-2
PREPL inh	9	6	-24	-8
PME-1 primary	4	-3	3	0
PAFAH1B3 FP inh	1	5	6	4
PAFAH1B2 FP inh	10	5	2	0
LYPLA1 counter	-2	1	-1	4

Bioassay records deposited in PubChem by The Scripps Research Institute Molecular Screening Center.
